MrgX1 antagonist = blocks BAM8-22 activation of human MrgX1 receptor. Q96LB2. MRGX1-HEK293 calcium flux, Fluo-4, BAM8-22 antagonism; stronger effect = lower value. B-score at 10 µM. 310,000 compounds, 1.3% hits. AID 588676;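 active = calcium-response B-score plate-corrected more than 3 library SD below zero, starting fluorescence within 5 deviations, no agonist response on first addition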;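 note: peak minus trough fluorescence over baseline after final BAM8-22 challenge near maximal dose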
Target sequence (Q96LB2 whole entry, looked up): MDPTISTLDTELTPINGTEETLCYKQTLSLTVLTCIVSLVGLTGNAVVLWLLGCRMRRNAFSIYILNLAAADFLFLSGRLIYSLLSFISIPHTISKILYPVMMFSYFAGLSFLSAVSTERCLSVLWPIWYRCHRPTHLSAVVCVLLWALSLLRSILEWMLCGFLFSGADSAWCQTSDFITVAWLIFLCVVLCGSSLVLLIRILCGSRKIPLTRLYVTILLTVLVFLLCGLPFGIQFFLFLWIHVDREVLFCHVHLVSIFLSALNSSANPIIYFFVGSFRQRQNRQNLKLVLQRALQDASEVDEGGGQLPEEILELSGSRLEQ
TMEM16A act = activates or potentiates the mouse TMEM16A chloride channel; B-score at 10 µM; HEK293 TMEM16A/YFP-H148Q/I152L, iodide quench fluorescence; stronger effect = lower value; 340,000 compounds, 0.3% hits;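 active = fluorescence-ratio B-score plate-corrected deviation score at least 3 library SD below zero, with starting fluorescence score within 5 deviations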;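 note: channel opened by trigger with iodide after compound preincubation; score built on the fluorescence ratio of max minus min over baseline; more negative score means more quench and so TMEM16A activation or potentiation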
RGS4 act = potentiators or activators of RGS4. HEK293 M3R/inducible RGS4, carbachol calcium flux Fluo4; stronger effect = lower value. B-score at 10 µM. 310,000 compounds, 0.92% hits. AID 463111;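 active = B-score of the integrated calcium signal more than 4 SD below the library mean, with starting fluorescence not abnormally high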;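 note: negative B-score means reduced calcium response which marks RGS4 activation or potentiation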
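Reagent: ECmax carbachol challenge; Test system: M3R-expressing HEK293 line, RGS4 induced by doxycycline; Schedule: overnight RGS4 induction, 30 min dye load 37 °C, 20 min compound RT; Detection: calcium dye Fluo4 fluorescence; Read-out: Agonist-evoked peak-minus-minimum fluorescence over baseline, integrated ratio, B score.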
HDAC3 inh = human HDAC3 inhibition; O15379; recombinant HDAC3, fluorogenic peptide/trypsin coupled, fluorescence; inhibition, % at 8.3 µM; 320,000 compounds, 0.15% hits; in the data active = inhibition above about 26%, passing the limit was not always enough
Target sequence (O15379 whole entry, looked up): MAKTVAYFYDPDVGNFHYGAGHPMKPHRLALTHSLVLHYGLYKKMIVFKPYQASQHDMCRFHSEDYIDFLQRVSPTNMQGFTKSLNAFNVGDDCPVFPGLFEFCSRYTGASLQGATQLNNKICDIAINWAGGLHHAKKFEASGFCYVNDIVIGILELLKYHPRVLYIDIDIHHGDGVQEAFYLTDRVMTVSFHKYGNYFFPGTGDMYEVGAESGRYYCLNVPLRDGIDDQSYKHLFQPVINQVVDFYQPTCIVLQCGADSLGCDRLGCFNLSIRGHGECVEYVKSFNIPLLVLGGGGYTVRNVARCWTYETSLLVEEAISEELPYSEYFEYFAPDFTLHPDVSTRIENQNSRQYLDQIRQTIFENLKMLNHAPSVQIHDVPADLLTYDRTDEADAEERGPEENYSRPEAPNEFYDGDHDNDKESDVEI
TRPC6 inhibitor = blocks the mouse TRPC6 cation channel. HEK293-TRPC6, membrane potential dye, ACh-evoked depolarization; stronger effect = lower value. Q61143. B-score at 10 µM. 310,000 compounds, 1.1% hits;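 active = B-score under library mean minus 3 SD, initial fluorescence not abnormally high, positive integrated signal ratio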;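 note: B-score derived from integrated fluorescence ratio over the kinetic read; more negative B-score means stronger inhibition of depolarization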
MrgX1 PAM = human MrgX1 positive allosteric modulation, primary screen | Q96LB2 | MrgX1-HEK293, Fluo-4 calcium flux, FDSS; stronger effect = higher value | B-score at 10 µM | 310,000 compounds, 0.63% hits | AID 588675;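 active = plate-corrected calcium response at least 3 library SD above typical, normal starting fluorescence, not activating the receptor alone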;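 note: compound read alongside a low EC10 to EC30 dose of BAM8-22 agonist; peak minus trough fluorescence over baseline measured at the second addition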
MrgX1 agonist = agonists of human MrgX1 receptor. MrgX1-HEK293 cells, Fluo-4 calcium fluorescence, agonist mode; stronger effect = higher value. B-score at 10 µM. 310,000 compounds, 0.44% hits;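 active = calcium response B-score plate-corrected fluorescence ratio at least 3 library SD, with starting fluorescence B-score inside 5 SD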
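Assay system: MrgX1-expressing HEK293 cells / Amount: fifteen thousand cells per well / Doses: test compound in the initial addition of three / Timing: cells plated overnight, dye loaded 0.5 h 37 °C, 0.5 h room temperature / Technique: kinetic calcium dye fluorescence, Fluo-4 NW / Control set: positive and negative controls per plate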
SKKanGAS inh = blocks kanamycin growth of S. pyogenes SKKanGAS strain | BacTiter-Glo, 6 h | inhibition, % at 7.5 µM | 300,000 compounds, 1.3% hits | AID 1662;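 active = mean replicate score, as percent of positive control median, at least 50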;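 note: strain carries kanamycin resistance gene driven by streptokinase promoter and grows in 40 µg/ml kanamycin; loss of luminescence reflects streptokinase promoter inhibition or plain growth inhibition; 0% = median of DMSO wells and 100% = positive control at its reference dose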
RGS4 block = inhibitors of human RGS4. P49798. HEK293 M3R/RGS4 inducible, Fluo-4 calcium flux; stronger effect = higher value; triggered by carbachol at its EC20. B-score at 10 µM. 310,000 compounds, 0.45% hits;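 active = B-score, a plate-corrected calcium signal, over three deviations above library mean, with baseline fluorescence within five deviations of library mean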;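 note: RGS4 expression induced by doxycycline in cells with stable M3 receptor; B-score is computed from the integrated fluorescence ratio over baseline after carbachol; higher B-score means a larger calcium signal and so more RGS4 inhibition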
Target sequence (P49798 whole entry, looked up): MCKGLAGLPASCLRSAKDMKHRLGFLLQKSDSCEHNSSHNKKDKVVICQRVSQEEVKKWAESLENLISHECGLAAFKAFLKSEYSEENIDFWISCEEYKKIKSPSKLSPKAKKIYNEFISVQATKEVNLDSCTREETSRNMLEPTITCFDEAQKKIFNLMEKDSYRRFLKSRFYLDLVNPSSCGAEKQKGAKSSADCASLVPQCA
TMEM16A inh = blocks the mouse calcium-activated chloride channel TMEM16A; 310,000 compounds, 1.2% hits; HEK293 TMEM16A/YFP iodide influx fluorescence, ionomycin; normalized B-score (activity score, 25-100; higher = stronger inhibition) at 10 µM; AID 588511; Q8BHY3;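 active = ratio plate-corrected score three or more library SD toward inhibition, starting fluorescence score within five deviations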;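 note: score derived from kinetic fluorescence span divided by baseline fluorescence per well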
TRPC6 activator = activators of mouse TRPC6 channel. Q61143. HEK293-TRPC6 membrane potential dye fluorescence; stronger effect = higher value. B-score at 10 µM. 310,000 compounds, 0.13% hits;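 active = B-score of the integrated fluorescence ratio above library mean plus 3 SD, and starting fluorescence ratio within library mean plus 5 SD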;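 note: higher score means more depolarization so channel activation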
An asterisk follows results filed as active; i = inactive; nt = no result given.

SMILES	MrgX1 antagonist	TMEM16A act	RGS4 act	HDAC3 inh	TRPC6 inhibitor	MrgX1 PAM	MrgX1 agonist	SKKanGAS inh	RGS4 block	TMEM16A inh	TRPC6 activator
Cc1ccc(-c2nc(SCC(=O)N(C)c3c(N)n(Cc4ccccc4)c(=O)[nH]c3=O)n[nH]2)cc1	i	i	i	3.4	i	i	i	1.3	i	i	i
CC1(C)C(N(O)C(=O)Nc2ccc(Cl)cc2)N(c2ccc(Cl)cc2)C(=O)N1CC(=O)NN (stereo not drawn)	i	i	i	-1.7	i	i	i	13.1	i	i	i
O=C(Nc1ccc(N2CCN(c3ccccc3)CC2)c(F)c1)C1CC1	i	i	i	-4.7	i	i	i	-1.5	i	i	i
CC(=O)Nc1ccc(N2C(C(C)=O)=NN(c3ccc(Cl)cc3)C2c2sccc2C)cc1 (stereo not drawn)	i	i	i	-2.8	i	i	i	0.9	i	i	i
Cc1ccc(-c2nnc(NC(=O)c3ccco3)o2)c(C)c1	i	i	i	nt	i	i	i	83.7*	i	i	i
Nn1c(COc2ccc(Cl)cc2)n[nH]c1=S	i	i	i	2.1	i	i	i	-9.7	i	i	i
O=C(CCN1C(=O)/C(=C\c2ccccc2)SC1=S)N1CCCCC1	i	i	i	3.0	i	i	i	-0.2	i	i	i
CCc1nnc(NC(=O)c2cccc(S(=O)(=O)N3CCCC3)c2)s1	i	i	i	4.6	i	i	i	-1.8	i	i	i
COc1cc(NC(=O)c2cccc([N+](=O)[O-])c2)ccc1NC(=O)c1cc2ccccc2o1	i	i	i	2.5	i	i	i	0.4	i	i	i
O=C(c1ccc(COc2ccc(F)cc2)o1)n1cc(Br)cn1	i	i	i	5.7	i	i	i	0.7	i	i	i
O=C(CSc1ccc2nnc(CCNC(=O)c3ccc(F)cc3)n2n1)NCc1ccco1	i	i	i	-1.1	i	i	i	-9.1	i	i	i
CC(C)Nc1nnc(SCC(=O)c2c[nH]c3ccccc23)s1	i	i	i	3.8	i	i	i	-3.5	i	i	i
O=C(Cc1ccc(-c2ccccc2)cc1)OCC(=O)N1CCCC1=O	i	i	i	5.2	i	i	i	5.4	i	i	i
CCOC(=O)c1cc2occc2n1CC(=O)Nc1ccc(OC)cc1OC	i	i	i	4.7	i	i	i	-8.4	i	i	i
O=C(c1ccc(Cl)cc1)C(Cn1cncn1)C(Sc1ccccc1)c1ccccc1 (stereo not drawn)	i	i	i	3.3	i	i	i	25.4	i	i	i
CCOC(=O)NC(=O)CSc1nc(-c2ccc(C)c(C)c2)cn1-c1ccccc1	i	i	i	20.5	i	i	i	-3.0	i	i	i
COc1ccc(/C=C2\CCc3ccccc3C2=O)cc1CN1CCOCC1	i	i	i	0.5	i	i	i	-2.3	i	i	i
Cc1cccc(Cl)c1NC(=S)NCCc1ccccn1	i	i	i	0.5	i	i	i	-2.5	i	i	i
C=CCOn1c(C)c(C(C)=O)c2c3no[n+]([O-])c3ccc21	i	i	i	-10.9	i	i	i	7.6	i	i	i
COc1ccc(-c2nnc(-c3cccnc3)o2)cc1OC	i	i	i	-2.5	i	i	i	-1.7	i	i	i
CCOC(=O)C1CCN(C(=O)c2ccccc2Oc2ccccc2)CC1	i	i	i	3.3	i	i	i	0.4	i	i	i
Cc1ccccc1N1CCN(CCCN2C(=O)CC(=C(c3ccccc3)c3ccccc3)C2=O)CC1	i	i	-8.36*	7.5	i	i	i	-4.0	i	i	i
COc1cc(-c2nc(CN3CCN(c4ncccn4)CC3)c(C)o2)ccc1F	i	i	i	5.4	i	i	i	-6.5	i	i	i
COc1cccc(NC(=O)Nc2cccn(Cc3ccc(C)cc3)c2=O)c1	i	i	i	2.3	i	i	i	13.4	i	i	i
COc1ccccc1C(=O)NC(=S)Nc1ccc2[nH]c(=O)[nH]c2c1	i	i	i	-1.5	i	i	i	5.9	i	i	i
The listing continues:
SMILES	MrgX1 antagonist	TMEM16A act	RGS4 act	HDAC3 inh	TRPC6 inhibitor	MrgX1 PAM	MrgX1 agonist	SKKanGAS inh	RGS4 block	TMEM16A inh	TRPC6 activator
Cc1ccnc(N2CCC(C(=O)NCc3ccccc3F)CC2)n1	i	i	i	0.1	i	i	i	1.8	i	i	i
CC1(O)CC(c2ccc(Cl)cc2)=NN1C(=O)c1ccc(Cl)cc1 (stereo not drawn)	i	i	i	0.0	i	i	i	34.2	i	i	i
Cc1cc(C)c(S(=O)(=O)/N=C2/C=C(Sc3ncn[nH]3)C(=O)c3ccccc32)cc1C	i	i	nt	40.3*	nt	6.83*	i	nt	nt	i	nt
COc1ccc(S(=O)(=O)N2CCCC(C(=O)NCc3ccco3)C2)cc1Cl (stereo not drawn)	i	i	i	4.2	i	i	i	-5.0	i	i	i
CCN(CC)CC(C)OC(=O)c1ccccc1Cl (stereo not drawn)	i	i	i	-2.0	i	i	i	-5.7	i	i	i
Cc1cc2ccccc2n1CCNC(=O)c1ccccc1	i	i	i	5.0	i	i	i	4.7	i	i	i
Cc1cc(NCc2ccccn2)n2ncc(-c3ccccc3)c2n1	i	i	-7.76*	-1.6	i	i	i	65.8*	i	i	i
Cc1nc(C)c(C(=O)N2CCCC(C(=O)c3ccc(Cl)cc3C)C2)s1 (stereo not drawn)	i	i	i	-8.0	i	i	i	-0.2	i	i	i
CC(C)(C)c1ccc(OCCC(=O)NNC(=O)c2ccncc2)cc1	i	i	i	-6.8	i	i	i	3.6	i	i	i
CN1CCN(c2ccc(NC(=O)CSc3ccccc3)cc2F)CC1	i	i	i	-5.6	i	i	i	0.6	i	i	i
CCc1ccc2nc(N3C(=O)C(O)=C(C(=O)c4ccco4)C3c3cccs3)sc2c1 (stereo not drawn)	i	i	i	-5.2	i	i	i	88.1*	i	i	i
O=C(NC1CCCCC1)C(c1ccncc1)N(C(=O)c1ccco1)c1ccc(F)cc1 (stereo not drawn)	i	i	i	14.2	i	i	i	-0.8	i	i	i
COc1cc(NC(=O)c2n[nH]c(=O)c3ccccc23)cc(OC)c1	i	i	i	-2.3	i	i	i	-3.5	i	i	i
CCOC(=O)N1CCN(C(=O)CSCC(=O)Nc2nc(-c3ccc(Cl)s3)cs2)CC1	i	i	i	3.9	i	i	i	6.8	i	i	i
Cc1ccccc1-n1cc(-c2ccc(Br)cc2)nc1SCC(N)=O	i	i	i	3.9	i	i	i	-2.3	i	i	i
Cc1ccc(-n2nc3c(=O)n(CC(=O)NCc4cccs4)nc(C)c3c2C)cc1	i	i	i	-9.2	i	i	i	5.6	4.86*	i	i
FCCCOc1ccc(/C=N/OCc2ccc(Cl)cc2Cl)cc1	-5.5*	i	i	7.2	i	i	i	-12.4	i	i	i
CCN(CC)CCCN=Cc1c(O)n(-c2cccc(C)c2)c(=O)c2ccccc12	i	i	i	-3.3	i	i	i	-2.4	i	i	i
O=C(Cn1ncc2c(=O)oc3ccccc3c21)NCCC1=CCCCC1	i	i	i	0.5	i	i	i	15.7	i	i	i
COc1cccc(C(=O)c2c[nH]c(C(=O)NCCCN3CCOCC3)c2)c1	i	i	i	5.5	i	i	i	0.9	i	i	i
COc1ccc2c(c1)c1nc3n(c(=O)c1n2CC(=O)Nc1ccccc1)CCS3	i	i	i	-2.6	i	i	i	4.1	i	i	i
COc1ccc(N2CCN(C(=O)CN(C3CCCCC3)S(C)(=O)=O)CC2)cc1	i	i	i	8.7	i	i	i	-11.7	i	i	i
O=C(Nc1ccc(Cl)cc1Cl)c1ccc(Br)o1	i	i	i	-4.4	i	i	i	-0.7	i	i	i
O=C(NNC(=O)c1ccc(-n2cncn2)c([N+](=O)[O-])c1)c1cccc(Cl)c1	i	i	i	2.8	i	i	i	-0.3	i	i	i
Cc1nn(C)cc1/C=C/C(=O)c1ccc(O)cc1	i	i	i	2.3	i	i	i	-9.2	i	i	i
Remaining list, next part.
SMILES	MrgX1 antagonist	TMEM16A act	RGS4 act	HDAC3 inh	TRPC6 inhibitor	MrgX1 PAM	MrgX1 agonist	SKKanGAS inh	RGS4 block	TMEM16A inh	TRPC6 activator
Cc1nc(-c2cccnc2)sc1C(=O)Nc1ccc(F)cc1F	i	i	i	5.0	i	i	i	-1.8	i	i	i
Cc1ccc(NC(=O)Nc2c(C)[nH]c(=O)[nH]c2=O)cc1Cl	i	i	i	0.0	i	i	i	-3.2	i	i	i
Cc1cccn2c(=O)c(C=O)c(N3CCN(C)CC3)nc12	i	i	i	-4.4	i	i	i	7.5	i	i	i
Cc1ccc(/C(O)=C2\C(=O)C(=O)N(C)C2c2ccc(F)cc2)cc1 (stereo not drawn)	i	i	i	18.7	i	i	i	-0.9	i	i	i
O=C(CCCOc1ccc(Cl)cc1Cl)NNC(=O)C1CCC1	i	i	i	0.3	i	i	i	-5.1	i	i	i
CCOCCc1c(O)nc(SCC)[nH]c1=O	i	i	i	nt	i	i	i	6.4	i	i	i
COc1ccc(OCc2nnc(SC(C)C(=O)Nc3nccs3)n2-c2ccccc2)cc1 (stereo not drawn)	i	i	i	3.7	i	i	i	3.0	i	i	i
O=C(c1ccc(OC2CCN(Cc3cccc(F)c3)CC2)cc1)N1CCCCC1	i	i	i	3.6	i	i	i	-4.9	i	i	i
COc1ccccc1C(=O)ON=C1c2ccccc2-c2ccccc21	i	i	i	6.6	i	i	i	8.8	i	i	i
FCCCOc1ccc(-c2nccc(-c3ccc(F)cc3)n2)cc1	i	i	i	8.8	i	i	i	-1.3	i	i	i
CO/N=C/NC(=O)c1cn(-c2ccc(F)cc2)c(=O)c2ccccc12	i	i	i	-1.7	i	i	i	-4.7	i	i	i
O=C(O)CC1CCC(=C(Cl)Cl)C1 (stereo not drawn)	i	i	nt	-2.0	nt	i	i	nt	nt	i	nt
Cc1ccc(NC(=S)N2CCC(N(C)CC3CCCO3)CC2)c(C)c1 (stereo not drawn)	i	i	i	2.7	i	i	i	-4.8	i	i	i
O=C(Nc1ccccc1F)C(c1ccccc1)c1ccccc1	i	i	i	-1.9	i	i	i	28.0	i	i	i
O=C(CCc1c[nH]c2ccccc12)NCc1cccc(Cl)c1	i	i	i	3.5	i	i	i	-8.3	i	i	i
O=C(Nc1ccccc1C(=O)O)c1cccc(NC(=O)c2ccccc2Cl)c1	i	i	-7.01*	-1.3	i	i	i	11.8	i	i	i
COc1cccc(CCC(=O)N2CCC(n3nccc3NC(=O)CC(C)C)CC2)c1	i	i	i	-0.9	i	i	i	4.6	i	i	i
Cc1cccc(S(=O)(=O)c2c(N)n(/N=C/c3ccccc3)c3nc4ccccc4nc23)c1	i	i	i	-3.9	i	i	i	28.4	i	i	i
